High-throughput results: PubChem, National Center for Advancing Translational Sciences (NCATS)
ATXN2 expr inh = ATXN2 expression inhibition; HEK-293 ATXN2-luciferase reporter, luminescence, 24 h; Potency, µM (highest dose often 57 µM), for inactives: top-dose activity change, negative = inhibition, usual class: inhibitors; hit rate 0.72% among 360,000; AID 1745845; further: potency means the concentration at half of the fitted maximal effect; on the % scale 0 is the no-effect control and ±100 the full control effect; nearly all actives have a fitted effect of over 55% in size
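qHTS (up to 57 uM final) was run with 24 h compound exposure of reporter cells at 37 °C. Each well was multiplexed: SteadyGlo luminescence measured ATXN2-luciferase expression after a fluorogenic Gly-Phe-AFC viability readout (25 uM final).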
TGFb SMAD3 inh = inhibitors of TGF-b signaling; HepG2 CAGA-GFP TGF-b/SMAD3 reporter, GFP fluorescence, 18 h; TGF-beta stimulated, 500 pg/mL final; Potency, µM (highest dose often 46.1 µM), without a hit: at the highest dose activity, negative = inhibition, actives largely listed as inhibitors; hit rate 1.2% among 410,000; AID 588855; further: potency means the concentration at half of the fitted maximal effect; on the % scale 0 is the no-effect control and ±100 the full control effect; nearly all actives have a fitted effect of over 65% in size
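TGF-beta reporter screen: HEPG2 CAGA-GFP, 1% FBS, 500 pg/mL TGF-beta final, 18 h; per-cell GFP summed per well; curves fitted and categorized by class.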
Nrf2 inh = blocks Nrf2 signaling; hit rate 2.1% among 360,000; AID 504444; Potency, µM (highest dose often 46 µM), for inactives: at the highest dose activity change, negative = inhibition, actives largely listed as inhibitors; A549 ARE-Fluc reporter, luciferase luminescence, 18-24 h; further: potency means the concentration at half of the fitted maximal effect; on the % scale 0 is the no-effect control and ±100 the full control effect; nearly all actives have a fitted effect of over 60% in size
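Concentration-response testing used A549 ARE_Fluc cells at 5000 cells/well. Following an 18-24 h compound incubation, viability was read by fluorescence (Ex 405/Em 525) and luciferase output by luminescence.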
HepG2 tox = counter-screen for TGF-b inhibitors: cytotoxicity in HepG2 cells. HepG2 CAGA-GFP viability, ATP luminescence, 18 h. Potency, µM (doses to about 46.1 µM), inactives show at the top dose activity change, negative = cytotoxicity, most hits filed as cytotoxic. hit rate 0.76% among 410,000. AID 588856; further: potency means the concentration at half of the fitted maximal effect; some results filed as inactive show a strong effect at the top dose
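HepG2 CAGA-GFP cells (1000/well, DMEM with 1% FBS) received compound, then TGF-beta at 500 pg/mL final, and were incubated 18 hours at 37 degrees C. Viability was read by CellTiter-Glo luminescence. Media-only wells were set as complete cell-killing and DMSO as no toxicity.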
IL2 activator = activators of IL-2; IL-2 activation reporter assay, cell-based qHTS; stimulated with anti-CD3/CD4/CD28 beads; in transgenic mouse T cells; hit rate 0.065% among 360,000; activation, % (series mostly up to about 46 µM); in the data active means activation above about 50%; inconclusive means mostly about 30% to 49%; further: 0% is about no effect
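EGFP and DsRed fluorescence is measured by plate cytometry in unstimulated transgenic mouse T cells exposed to compound for 60 minutes, then stimulated 18 hours at 37 degrees C with anti-CD3/anti-CD4 beads plus anti-CD28.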
EPAC2 agonist = EPAC2 (human) agonism; EPAC2 activation, biochemical qHTS; response scale: 100% = 6.5 mM cAMP response; Q8WZA2; Potency, µM (doses to about 154 µM), for the others: at the highest dose activation, hits mostly activators; hit rate 0.079% among 360,000; AID 720711; further: potency means the concentration at half of the fitted maximal effect; nearly all actives have a fitted effect of over 50% in size
Target sequence (Q8WZA2 whole entry, looked up): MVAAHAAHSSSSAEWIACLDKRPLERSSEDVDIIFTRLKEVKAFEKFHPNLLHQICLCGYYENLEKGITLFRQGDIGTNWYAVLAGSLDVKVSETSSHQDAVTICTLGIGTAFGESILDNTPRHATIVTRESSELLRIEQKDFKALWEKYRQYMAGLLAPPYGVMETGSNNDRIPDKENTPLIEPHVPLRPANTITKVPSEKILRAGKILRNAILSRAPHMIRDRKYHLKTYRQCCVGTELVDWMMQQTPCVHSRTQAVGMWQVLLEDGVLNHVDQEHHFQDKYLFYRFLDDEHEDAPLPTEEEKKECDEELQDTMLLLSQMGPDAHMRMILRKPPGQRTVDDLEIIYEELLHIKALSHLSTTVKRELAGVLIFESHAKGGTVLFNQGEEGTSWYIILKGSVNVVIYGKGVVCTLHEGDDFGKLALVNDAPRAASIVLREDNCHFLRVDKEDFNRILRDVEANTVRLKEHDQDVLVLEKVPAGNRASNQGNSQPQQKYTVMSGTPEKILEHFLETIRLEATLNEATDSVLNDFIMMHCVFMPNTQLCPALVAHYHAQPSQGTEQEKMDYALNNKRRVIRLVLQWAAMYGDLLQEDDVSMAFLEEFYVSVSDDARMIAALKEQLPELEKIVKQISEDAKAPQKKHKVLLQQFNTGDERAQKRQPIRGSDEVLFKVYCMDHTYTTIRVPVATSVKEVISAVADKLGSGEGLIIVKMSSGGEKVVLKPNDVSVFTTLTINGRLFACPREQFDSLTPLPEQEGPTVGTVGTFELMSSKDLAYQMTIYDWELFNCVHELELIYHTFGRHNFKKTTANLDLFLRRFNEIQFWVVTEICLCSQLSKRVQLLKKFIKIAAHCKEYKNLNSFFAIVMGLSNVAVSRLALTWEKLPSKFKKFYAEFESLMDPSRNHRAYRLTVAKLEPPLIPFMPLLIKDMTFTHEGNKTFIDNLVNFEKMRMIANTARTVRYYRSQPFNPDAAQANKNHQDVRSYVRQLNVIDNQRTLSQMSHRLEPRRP
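Nucleotide exchange monitored as fluorescence drop when BODIPY-GDP leaves Rap1B. Reaction: 100 nM EPAC2, 250 nM RAP1B-BODIPY-GDP, 50 uM GDP, room temperature, kinetic read over 30 min. Activity expressed relative to 6.5 mM cAMP.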
A549 tox = A549 cytotoxicity, counter-screen for Nrf2 inhibitors | A549 ARE-Fluc cells, CellTiter-Fluor viability, 18-24 h | Potency, µM (doses to about 46 µM), for inactives: at the highest dose activity change, negative = cytotoxicity, hits mostly inhibitors | hit rate 0.16% among 390,000; further: potency means the concentration at half of the fitted maximal effect; on the % scale 0 is the no-effect control and ±100 the full control effect
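A549 ARE_Fluc cells in 5% FBS OPTI-MEM were exposed to compounds in concentration-response for 18-24 h at 37 deg C. Viability was read by CellTiter-Fluor fluorescence (Ex 405/Em 525) after 30 min, before the luciferase read.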
Nrf2 activator = activators of Nrf2 (ARE) signaling | AID 624171 | Potency, µM (doses to about 46.1 µM), without a hit: top-dose activation, usual class: activators | AREc32 ARE-luciferase reporter (MCF7-derived line), luminescence, 24 h | hit rate 0.31% among 410,000; further: potency means the concentration at half of the fitted maximal effect; % of control where 0% means no effect; nearly all actives have a fitted effect of over 65% in size
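ARE activation measured as luciferase luminescence (Steady-Glo, 30 min RT) in AREc32_Fluc cells after 24 hr compound exposure at 37 deg C, 5% CO2; cells seeded overnight at 1000/well in OPTI-MEM, 5% FBS.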
ATXN viability = cell viability loss in ATXN counter-screen; AID 651635; S2 cells (HEK-293 line with an ATXN2-luciferase reporter) viability, CellTiter-Fluor protease fluorescence, 24 h; Potency, µM (titrated, usually from 56.7 µM), most hits filed as cytotoxic; hit rate 0.49% among 400,000; further: potency means the concentration at half of the fitted maximal effect; nearly all actives have a fitted effect of over 40% in size
Numbers without * were called inactive; i = inactive; ? = inconclusive; · = no result given; & = joins results of further samples; [ ] = remark or other dose. Unless noted, the call rests on the fitted dose curve; in most records, active means well fitted curve in the direction sought with a large enough effect; inconclusive means small, poorly fitted or top-dose-only effect, or another doubt; inactive means no such curve, though single readings can be large; an effect the other way counts as inactive or inconclusive.

SMILES	ATXN2 expr inh	TGFb SMAD3 inh	Nrf2 inh	HepG2 tox	IL2 activator	EPAC2 agonist	A549 tox	Nrf2 activator	ATXN viability
COCCN(C(=O)c1csnn1)C(C(=O)NC1CCCCC1)c1ccc(C)cc1 (stereo not given)	-3.5%	-0.7%	4.1%	-6.8%	0.0	2.2%	-3.6%	0.2%	i
C=CCn1c(SCc2ccc(C(=O)Nc3nccs3)cc2)nnc1-c1ccc(C)c(Cl)c1	?	0.0%	20.6µM*	-19.9%	-0.5	2.5%	-17.6%	0.6%	?
C=CC[C@@H](CC(=O)N(CCO)Cc1ccccc1)C(=O)N[C@H](COC(=O)[C@@H](CC=C)Cc1ccc(F)cc1)C(C)(C)C	0.0%	?	?	-8.8%	-0.3	-15.5%	?	-0.3%	?
CCN(CC)c1ccc(/C=N/NC(=O)c2ccc(Br)o2)cc1	40.3%[activator]	-25.9%	?	-49.5%	-7.5	10.7%	-14.4%	3.4%	i
CCOc1ccc(OCC)c(NC(=O)C2CCCN2S(=O)(=O)c2cccc3cccnc23)c1 (stereo not given)	-24.5%	-8.7%	?	-9.8%	-3.6	16.8%	-4.5%	0.2%	i
CC(=O)Nc1ccc(NC(=O)c2nc(SCc3ccccc3C)ncc2Cl)cc1	-28.7%	-18.6%	1.0%	-40.5%	·	·	4.4%	3.9%	?
CC(=O)CCc1oc2ccc(C)cc2c1-c1ccc(C)o1	-0.6%	4.1%	?	-17.4%	-5.0	15.0%	2.9%	13.0%	i
CCn1c2ccccc2c2nnc(SCc3ccc(C(=O)OC)o3)nc21	-9.9%	-3.4%	?	-13.5%	-1.2	9.4%	-13.6%	14.7%	i
Cn1cnnc1SCc1ccc(C(=O)N=Nc2c(O)n(C)c3ccccc23)cc1	-3.2%	-23.4%	9.8%	-17.8%	-0.2	0.8%	-1.9%	8.4%	i
CC(C)(C)C1=C(C#N)C(c2ccc3c(c2)OCO3)C(C#N)=C(N)O1 (stereo not given)	-4.8%	-3.2%	19.2%	7.7%	-0.4	7.4%	1.1%	2.8%	i
CCOC(=O)C1(Cc2cccc(OC)c2)CCN(CC=C(C)C)CC1	·	-2.7%	2.6%	-17.9%	-0.2	8.3%	-3.6%	-0.9%	?
O=C(/C=C/c1ccccc1)Nc1cccc(C(=O)O)c1	·	-0.6%	-10.7%	-9.2%	-1.0	7.3%	?	-5.7%	i
CN(CC(=O)Nc1cccc(F)c1)C(=O)c1cccc(S(=O)(=O)N2CCN(c3ccc(F)cc3)CC2)c1	?	12.6µM*	16.4µM*	-29.0%	-0.5	20.0%	?	3.1%	i
COC(=O)c1sccc1S(=O)(=O)NC(C)c1cnn(-c2ccc(OC)cc2)c1C (stereo not given)	-19.2%	-20.6%	-5.1%	-4.3%	-4.2	14.3%	-0.4%	-0.8%	i
O=C(CCC(=O)c1cccs1)Nc1ccc(F)c(F)c1F	-3.8%	-4.0%	3.1%	3.8%	0.7	-1.3%	-5.1%	9.2%	i
CN=C1SC(CC(=O)Nc2ccc(N3CCOCC3)cc2)C(=O)N1C (stereo not given)	-9.9%	3.3%	-4.5%	6.7%	0.5	5.2%	0.1%	-0.7%	?
COc1ccc(CN(C(=O)COc2ccccc2OC)C2CCS(=O)(=O)C2)cc1 (stereo not given)	0.3%	-21.8%	·	-1.7%	·	·	6.9%	0.3%	i
CCO[C@@H]1OC(C(=O)NCc2ccccc2)=C[C@H](C2CC2)[C@H]1CCCO	-1.0%	-3.1%	-17.4%	-2.5%	1.1	2.2%	8.7%	-1.2%	i
CCOc1ccc(N(CC)C(=O)c2nn(-c3ccc(OC)cc3)c(=O)c3c2c2ccccc2n3C)cc1	-6.5%&-8.7%	4.5%&2.8%	0.3%&20.1%	0.9%&-10.9%	-2.9	6.1%	5.0%&1.2%	0.0%&-1.0%	i
CCN(CC(=O)Nc1ccc(NC(C)=O)cc1)C(=O)C(c1ccccc1)c1ccccc1	·	-1.3%	19.5%	9.0%	-2.2	-4.3%	-9.4%	-1.6%	i
O=C(CCc1nnc(C2(c3ccc(Cl)cc3)CCC2)o1)NC1CC1	16.3%	6.2%	13.8%	-2.6%	-0.4	0.1%	-9.0%	-0.3%	i
O=C(C[C@H]1C/C=C\C[C@@H](Cc2ccc(F)cc2)C(=O)OC[C@@H]2CCCN2C1=O)NCCO	10.8%	0.9%	7.8%	4.3%	0.6	5.5%	2.5%	-0.8%	i
COc1cc(NC(=O)c2ccc(COCC(F)(F)F)o2)cc(OC)c1OC	1.3%	0.2%	-11.3%	-10.4%	0.3	-3.8%	0.0%	2.2%	i
CC(NC(=O)c1cn(C)c2ccc(S(=O)(=O)N3CCCC3)cc2c1=O)c1ccc2c(c1)OCCO2 (stereo not given)	5.7%	2.7%	-20.5%	7.3%	-1.4	7.1%	-1.3%	-0.1%	i
Cc1cc(=O)oc2cc(OCC(=O)OCC(=O)Nc3c(C)n(C)n(-c4ccccc4)c3=O)ccc12	-7.3%	-0.4%	2.0%	2.7%	0.7	11.6%	-0.7%	-0.6%	i

A draw from above in order of heavy-atom count, low to high:
SMILES	ATXN2 expr inh	TGFb SMAD3 inh	Nrf2 inh	HepG2 tox	IL2 activator	EPAC2 agonist	A549 tox	Nrf2 activator	ATXN viability
CC(=O)CCc1oc2ccc(C)cc2c1-c1ccc(C)o1	-0.6%	4.1%	?	-17.4%	-5.0	15.0%	2.9%	13.0%	i
COc1cc(NC(=O)c2ccc(COCC(F)(F)F)o2)cc(OC)c1OC	1.3%	0.2%	-11.3%	-10.4%	0.3	-3.8%	0.0%	2.2%	i
COC(=O)c1sccc1S(=O)(=O)NC(C)c1cnn(-c2ccc(OC)cc2)c1C (stereo not given)	-19.2%	-20.6%	-5.1%	-4.3%	-4.2	14.3%	-0.4%	-0.8%	i
O=C(C[C@H]1C/C=C\C[C@@H](Cc2ccc(F)cc2)C(=O)OC[C@@H]2CCCN2C1=O)NCCO	10.8%	0.9%	7.8%	4.3%	0.6	5.5%	2.5%	-0.8%	i
CC(NC(=O)c1cn(C)c2ccc(S(=O)(=O)N3CCCC3)cc2c1=O)c1ccc2c(c1)OCCO2 (stereo not given)	5.7%	2.7%	-20.5%	7.3%	-1.4	7.1%	-1.3%	-0.1%	i

Further compounds follow.
SMILES	ATXN2 expr inh	TGFb SMAD3 inh	Nrf2 inh	HepG2 tox	IL2 activator	EPAC2 agonist	A549 tox	Nrf2 activator	ATXN viability
O=C(C[C@@H]1C/C=C/CCCC(=O)O[C@H](c2ccccc2)CNC1=O)NCCO	1.6%	?	-9.5%	0.2%	-0.2	6.2%	-1.8%	-0.3%	i
O=C(NC1CCCC1)C1CC(=O)N(c2ccc(F)cc2)C1 (stereo not given)	6.1%	5.0%	-7.5%	-1.5%	-0.4	10.2%	1.7%	-0.3%	i
C=CCN(C(=O)CSc1nnnn1C)c1nc(-c2ccccc2)cs1	12.8%	0.0%	8.0%	-17.4%	-5.0	10.5%	-5.4%	0.0%	i
COc1ccccc1C(C)NC(=O)CCOc1cccc(C)c1 (stereo not given)	-4.2%[11.3 µM]	1.4%	1.4%	-4.4%	-2.5	-5.8%	9.8%	-0.4%	i
O=C(O)/C=C/c1ccc2c(-c3ccccc3)onc2c1	-3.6%	19.8%	5.0%	2.6%	0.8	4.0%	-1.7%	-0.5%	?
Cc1cc(Cl)ccc1NC(=S)N1CCN(C(=O)c2ccco2)CC1	0.4%	-22.8%	-18.2%	-27.2%	0.7	14.5%	6.7%	6.2%	i
Cc1ccc(Nc2ncnc3nc[nH]c23)cc1	·	23.6%	?	5.9%	·	·	-2.2%	·	·
CC(C)(C)NS(=O)(=O)c1ccc(CCC(=O)N2CCCCC2)cc1	-12.9%	-14.8%	-19.6%	-2.4%	-0.5	12.3%	0.7%	-0.3%	i
CC(C)OCCCNC(=O)Cn1ccc2cc(S(=O)(=O)N3CCCCC3)ccc21	3.9%	6.2%	5.1%	-0.5%	-2.7	-2.0%	0.6%	-0.2%	i
CCc1c(O)nc(SCC(=O)Nc2ccc(C)cc2)n(C2CCCCC2)c1=O	8.1%	-0.6%	-1.4%	1.0%	0.8	2.8%	-9.5%	0.2%	i
CN(CCNC(=O)c1ccc(/C=N/O)nc1)Cc1ccccc1	-6.4%	-25.8%	9.4%	-20.1%	-1.4	9.0%	-0.3%	4.5%	i
OC(COCCC12CC3CC(CC(C3)C1)C2)CN1CCCCC1 (stereo not given)	-12.5%	-21.4%	0.2%	-55.4%	-0.7	7.9%	?	0.4%	i
C=C(C)Cn1c(=O)c2c(nc3n2CCN3c2cccc(Cl)c2C)n(C)c1=O	-12.0%	-3.7%	?	-32.5%	-0.3	4.9%	-14.6%	-0.2%	i
O=C(CSc1nc2ccccc2o1)NC(=O)NCc1ccccc1	-2.8%	?	-2.1%	-32.4%	-0.4	0.1%	5.8%	-0.4%	i
C=C(C)C(O)COc1c2occc2c(OC)c2ccc(=O)oc12 (stereo not given)	0.9%	0.8%	-6.4%	-12.7%	0.7	10.7%	-1.1%	-0.4%	i
